RECQ1 inh: inhibitors of human RECQ1 DNA helicase | P46063 | RECQ1 DNA unwinding, red fluorescence kinetic read | Potency, µM (titrated, usually from 57.3 µM), inactives show top-dose activity, negative = inhibition, hits mostly inhibitors | hit rate 0.54% among 240,000 | AID 2549;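 further: plate controls were vehicle for no effect and no enzyme for full effect; nearly all actives have a fitted effect of over 30% in size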
Target sequence (P46063 whole entry, looked up): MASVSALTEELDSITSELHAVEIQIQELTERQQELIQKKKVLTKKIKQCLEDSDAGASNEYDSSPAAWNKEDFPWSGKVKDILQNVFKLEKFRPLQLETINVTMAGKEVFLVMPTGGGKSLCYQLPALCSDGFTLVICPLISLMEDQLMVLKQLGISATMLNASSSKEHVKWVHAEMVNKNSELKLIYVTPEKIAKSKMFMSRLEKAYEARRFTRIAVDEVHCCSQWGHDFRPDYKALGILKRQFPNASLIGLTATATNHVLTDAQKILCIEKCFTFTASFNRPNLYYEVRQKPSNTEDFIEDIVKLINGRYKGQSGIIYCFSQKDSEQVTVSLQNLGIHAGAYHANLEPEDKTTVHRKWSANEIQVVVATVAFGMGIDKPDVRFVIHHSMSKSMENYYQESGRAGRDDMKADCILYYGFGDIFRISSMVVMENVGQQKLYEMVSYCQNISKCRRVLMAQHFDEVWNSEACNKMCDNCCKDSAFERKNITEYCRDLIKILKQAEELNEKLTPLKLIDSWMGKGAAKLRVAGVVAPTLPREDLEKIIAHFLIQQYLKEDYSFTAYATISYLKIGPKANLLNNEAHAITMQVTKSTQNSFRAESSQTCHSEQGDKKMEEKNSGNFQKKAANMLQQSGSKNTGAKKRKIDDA
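50 nM RECQ1T1 preincubated 15 min with compound in Tris pH 8.0 buffer with MgCl2, DTT, Tween-20 and 2.5 ug/ml poly(dI-dC); started with 200 nM TAMRA/BHQ-2 forked duplex and 2 mM ATP. Unwinding read as fluorescence (525/598 nm), two reads 2 h apart.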
LMNA splice mod: LMNA splicing modulation; Potency, µM (titrated, usually from 46.1 µM), inactives show at the top dose ratio change, negative = inhibition, most hits filed as inhibitors; hit rate 0.01% among 200,000; HeLa LMNA splicing GFP/RFP minigene ratio, 48 h; active means well fitted inhibition curve with a large enough effect in the signal ratio, with a control signal flat, not every such curve was filed as active; inconclusive means small, poorly fitted or top-dose-only effect, or effect the other way, or a change in a side signal; the % refers to the signal ratio; further: on the % scale 0 is the no-effect control and ±100 the full control effect
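S3 HeLa stable clones carrying a lamin A-EGFP splicing minigene plus DsRed2 were seeded at 600 cells/well in Opti-MEM with 2% FBS, pin-dosed and incubated 48 h at 37°C. Acumen cytometry (488 nm) gave the GFP/RFP total-intensity ratio.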
Tau fibril ThT: inhibitors of human tau fibril formation, thioflavin T binding | P10636 | recombinant tau K18 P301L (four-repeat tau fragment), heparin-induced fibrillization, ThT fluorescence | Potency, µM (doses to about 57.4 µM), without a hit: top-dose activity, negative = inhibition, most hits filed as inhibitors | hit rate 2.1% among 270,000; further: on the % scale 0 is the no-effect control and ±100 the full control effect; nearly all actives have a fitted effect of over 55% in size
Target sequence (P10636 561-689 P618L limits assumed): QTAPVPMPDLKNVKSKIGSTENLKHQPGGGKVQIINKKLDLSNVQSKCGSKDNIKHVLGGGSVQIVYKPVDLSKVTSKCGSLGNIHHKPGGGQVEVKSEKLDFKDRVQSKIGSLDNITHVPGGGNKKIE
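Heparin-induced (20 uM) aggregation of recombinant human K18 P301L tau, 15 uM unlabeled with 0.24 uM labeled, pH 7 acetate buffer, 6 hr at 37 C with compound. Fibrils quantified by 30 uM ThT fluorescence after 1 hr ambient incubation.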
ALDH1A1 inh: inhibitors of human aldehyde dehydrogenase 1A1; P00352; Purified ALDH1A1, NADH fluorescence, propionaldehyde substrate; Potency, µM (series often up to 75.3 µM), for the others: at the top dose activity, negative = inhibition, usual class: inhibitors; hit rate 7.3% among 220,000; AID 1030; active means well fitted inhibition curve with a large enough effect, not every such curve was filed as active; inconclusive means small, poorly fitted or top-dose-only effect, or another doubt; inactive means no such curve, though single readings can be large or run the other way;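 further: plate controls were no enzyme wells and a reference inhibitor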
SMN2 splice up: SMN2 splice variant enhancement; hit rate 2.8% among 210,000; AID 1458; Potency, µM (series often up to 46.1 µM), without a hit: at the highest dose activity change, positive = activation, actives largely listed as activators; HEK293 SMN2-luciferase splicing reporter, luminescence, 30-36 h; further: % of control where 0% means no effect; nearly all actives have a fitted effect of over 55% in size
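qHTS luciferase splicing reporter: luminescence rises when SMN2 exon 7 is included in transfected HEK293 cells. Compound exposure lasted 30-36 h at 37C, with 4.5 mM final sodium butyrate as control, followed by a ONE-Glo read.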
L3MBTL1 block: L3MBTL1 (human) inhibition; hit rate 0.66% among 230,000; AID 485360; Potency, µM (doses to about 57.1 µM), for inactives: top-dose activity, negative = inhibition, usual class: inhibitors; AlphaScreen L3MBTL1–H3K9me1 peptide binding; further: on the % scale 0 is the no-effect control and ±100 the full control effect; nearly all actives have a fitted effect of over 60% in size
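AlphaScreen proximity signal between nickel-chelate acceptor and streptavidin donor beads (final 10 ug/mL) reports binding of 50 nM L3MBTL1 to 75 nM biotin-H3 K9me1 peptide; complex incubated with compounds 30 min at room temperature; cefsulodin titration as control.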
KDM4E inh: blocks human JMJD2E demethylase activity. B2RXH2. JMJD2E catalytic domain, FDH-coupled NADH fluorescence (FDH is formaldehyde dehydrogenase). Potency, µM (series often up to 57.1 µM), without a hit: at the top dose activity change, negative = inhibition, hits mostly inhibitors. hit rate 1.6% among 230,000. AID 2147; active means well fitted inhibition curve with a large enough effect, not every such curve was filed as active; inconclusive means small, poorly fitted or top-dose-only effect, or another doubt; inactive means no such curve, though single readings can be large or run the other way;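 further: 0% = wells with enzyme and -100% = buffer wells without enzyme; nearly all actives have a fitted effect of over 50% in size; many of its hits are not listed in these tables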
Target sequence (B2RXH2 1-337 limits assumed): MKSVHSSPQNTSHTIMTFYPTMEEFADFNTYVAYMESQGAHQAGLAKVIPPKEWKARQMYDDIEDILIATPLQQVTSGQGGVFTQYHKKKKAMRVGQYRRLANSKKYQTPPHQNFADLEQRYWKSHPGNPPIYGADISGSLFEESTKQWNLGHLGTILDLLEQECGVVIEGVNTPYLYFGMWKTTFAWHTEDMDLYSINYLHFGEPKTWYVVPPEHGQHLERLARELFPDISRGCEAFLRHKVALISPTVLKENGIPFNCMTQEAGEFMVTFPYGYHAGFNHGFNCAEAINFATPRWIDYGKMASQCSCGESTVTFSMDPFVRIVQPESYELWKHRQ
Luc counter: Kinase-Glo luciferase inhibition (counter-screen); hit rate 0.28% among 200,000; Potency, µM (titrated, usually from 38.3 µM), without a hit: at the top dose activity change, negative = inhibition, most hits filed as inhibitors; Kinase-Glo luciferase, ATP luminescence, 8 min; Q27757; further: on the % scale 0 is the no-effect control and ±100 the full control effect; nearly all actives have a fitted effect of over 60% in size
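Luminescence was the read-out, taken after 8-minute incubation at ambient temperature. Luciferase turned over luciferin with 10 uM ATP in imidazole pH 7.2 buffer containing KCl, MgCl2, Tween 20 and BSA.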
Starred values were filed as active, the others as inactive; i = inactive; ? = inconclusive; · = no result given; & = joins results of further samples; [ ] = another dose, or the depositor's remark. Unless noted, the call rests on the fitted dose curve; in most records, active means well fitted curve in the direction sought with a large enough effect; inconclusive means small, poorly fitted or top-dose-only effect, or another doubt; inactive means no such curve, though single readings can be large; an effect the other way counts as inactive or inconclusive. Potency means the concentration at half of the fitted maximal effect.

SMILES	RECQ1 inh	LMNA splice mod	Tau fibril ThT	ALDH1A1 inh	SMN2 splice up	L3MBTL1 block	KDM4E inh	Luc counter
Cn1c(=S)n(/N=C/c2ccc3c(c2)OCO3)c2ccccc21	i	5%	-13%	?	-3%	1%	7%	0%
CCCc1cc(C(=O)NCc2ccccc2)no1	i	-2%	3%	7%	?	-2%	6%	-1%
Cc1ccc(N2C(=O)CC(N(CCc3ccccc3)C(=S)Nc3ccc(N(C)C)cc3)C2=O)cc1 (configuration not stated)	-9%	8%	-9%	28µM*	0%	-10%	-19%	1%
CS(=O)(=O)N(CC(=O)N/N=C/c1ccco1)c1ccccc1Br	-4%	8%	-3%	-3%	0%	-2%	-3%	0%
CCOc1ccccc1NC(=O)Cn1c(=O)n(-c2ccccc2)c(=O)c2oc3ccccc3c21	4%	1%	-2%	0%	0%	-4%	4%	-1%
COCCN(Cc1cc2cc(C)ccc2nc1Cl)C(=O)Nc1ccccc1C	-13%	0%	-9%	-3%	-23%	-2%	-15%	10%
Cc1nc(Nc2ccccc2C(F)(F)F)sc1C(=O)N(C)C	i	·	-6%	-8%	2%	-1%	-4%	5%
O=C(Cc1ccccc1)N/N=C/c1ccc(-c2ccc([N+](=O)[O-])cc2)o1	4%	-12%	?	0%	3%	-8%	1%	4%
Cc1cccc(C)c1OC(=O)C(c1ccccc1)c1ccccc1	-3%	1%	-16%	2%	-15%	52%[activator]	-1%	3%
O=C(C(=O)N1CCN(c2ccccc2)CC1)c1c[nH]c2ccccc12	i	-6%[46 µM]	-6%	9%	4%	-5%	3%	-3%
O=C(CSc1nnc(COc2cccc3cccnc23)o1)N1CCc2ccccc21	-12%	?	?	14µM*	-17%	-3%	7%	-6%
CC1(C(=O)NCc2ccc(Cl)c(Cl)c2)Oc2cccnc2NC1=O (configuration not stated)	-2%	·	-5%	11%	3%	·	6%	-2%
COc1cc(NC2CCCCC2O)c2nc(-c3ccc(Cl)cc3)ccc2c1 (configuration not stated)	-18%	·	?	·	·	25%	22µM*	·
Cc1cc(C)c(OCCCCNCc2ccccc2)c(Cl)c1	3%	-2%[0.0737 µM]	-2%	-3%	-10%	1%	-13%	-1%
CN1C[C@@H]2C(c3ccc(Cl)nc3)C3(c4cccnc4)CC2(C3)[C@H]1c1ccccc1 (some centres not stated)	0%&-4%	·	?	0%	3%	·	11%&-4%	-2%
O=C(CCCN1C(=O)c2cccnc2C1=O)N1CC(=O)N(CCc2ccccc2)C(=O)C1	0%	0%	-9%	?	17%	0%	1%	0%
C=CCn1c(-c2ccc(N)cc2)nc2ccccc21	-6%	1%	?	?	?	·	?	15%
CCc1ccc(NS(=O)(=O)c2ccc3[nH]c(=O)[nH]c3c2)cc1	i	15%[46 µM]	-4%	?	11%	-2%	8%	0%
Cc1c(Cl)cccc1NC(=O)Cn1cccc1	0%	?	-8%	8%	-14%	-1%	0%	-2%
Cc1cc(N2CCOCC2)nc2cc(O)ccc12	2%	-8%	-7%	?	12%	14%	-4%	1%

Single records, as listed above:
CCc1ccc(NS(=O)(=O)c2ccc3[nH]c(=O)[nH]c3c2)cc1 is listed as RECQ1 inh = i; LMNA splice mod = 15%[46 µM]; Tau fibril ThT = -4%; ALDH1A1 inh = ?; SMN2 splice up = 11%; L3MBTL1 block = -2%; KDM4E inh = 8%; Luc counter = 0%
O=C(CSc1nnc(COc2cccc3cccnc23)o1)N1CCc2ccccc21 is listed as RECQ1 inh = -12%; LMNA splice mod = ?; Tau fibril ThT = ?; ALDH1A1 inh = 14µM*; SMN2 splice up = -17%; L3MBTL1 block = -3%; KDM4E inh = 7%; Luc counter = -6%

Later entries
SMILES	RECQ1 inh	LMNA splice mod	Tau fibril ThT	ALDH1A1 inh	SMN2 splice up	L3MBTL1 block	KDM4E inh	Luc counter
CC(C)CCNCC(O)CON=C1c2ccccc2-c2ccccc21 (configuration not stated)	10%	·	-11%	-4%	-15%	7%	-11%	0%
Cc1ccsc1/C=N/NC(=O)CNC(=O)c1cccc([N+](=O)[O-])c1C	-5%	·	-5%	12%	-8%	·	7%	7%
Cc1cc2c(c(SCC(=O)NCCc3ccccc3)n1)C(=O)OC2	-11%	-1%	-7%	-18%	-1%	2%	3%	1%
CC(C)CNC(=O)CSc1nc2nn(-c3ccccc3)c(=O)c-2c2n1CCCCC2	-10%	-20%[46 µM]	-3%	-4%	12%	-3%	-1%	4%
C=CC(O)(C#CCN(CC)CC)c1ccccc1 (configuration not stated)	4%	9%	-7%	-2%	-10%	3%[11.4 µM]	0%	-1%
CC(=O)NC(Cc1ccc(F)c(F)c1)C(=O)NC1CCN(c2nnnn2-c2ccccc2)CC1 (configuration not stated)	i	8%[46 µM]	-7%	3.2µM*	-19%	2%	1%	-3%
Cc1ccc(NC(=O)CN(C)C(=O)CSc2nncn2C)cc1	i	6%	-1%	1%	-9%	·	4%	0%
CC(=O)OCC(=O)NCC(=O)c1c[nH]c2ccccc12	-5%	2%	-2%	-4%	6%	1%	2%	1%
Cc1c(Cc2ccccc2)sc(N)c1C(N)=O	?	5%	?	16µM*	-3%	-5%	-12%	1%
CNC(=O)CCn1nc(-c2ccccc2)c2ccccc2c1=O	i	-1%	-5%	12%	0%	4%	2%	2%
O=C(Nc1ccc(O)c(-c2nc3ccccc3o2)c1)C1(c2ccc(Br)cc2)CCCC1	-4%	?	-14%	4%	4%	6%	?	2%
Oc1ccc(C2C(c3ccccc3)=NN=C(c3ccc(Cl)cc3)N2O)c(O)c1 (configuration not stated)	-24%	-6%	?	11µM*	28%	-17%	-11%	0%
Cc1c(N(C(=O)Cc2cccs2)C2(C(=O)NC3CCCC3)CCCCC2)c(=O)n(-c2ccccc2)n1C	1%	·	2%	-6%	-26%	·	6%	-1%
CCCCSC1=C(C#N)C(c2ccccc2C)CC(=O)N1 (configuration not stated)	-12%	-8%	-9%	-12%	-11%	·	-5%	-3%
CCCN(CCC)CCCNC(=O)CNC(=O)c1nn(-c2ccc(OC)cc2)c(=O)c2ccccc12	2%	-3%[46 µM]	-6%	-5%	-9%	10%	-7%	-4%
CC/S(CC1CC1(Cl)Cl)=N\S(=O)(=O)c1ccc(C)cc1 (configuration not stated)	12%	-5%	-5%	-6%	-11%	·	14%	-4%
O=C(NC(=S)Nc1ccc(Br)cn1)c1cncc(Br)c1	-1%	9%	-12%	-2%	12%	-7%	0%	6%
O=C(c1ccco1)N(Cc1nc2ccccc2c(=O)[nH]1)C1CCCC1	i	-5%	-4%	-7%	-14%	·	6%	4%
O=c1c2ccccc2nc2n1CCC2	-9%	6%[0.0737 µM]	-11%	?	-10%	28µM*	8.9µM*	2%
Cc1c(Cl)c(-c2n[nH]c(=S)n2-c2ccccc2)nn1C	0%	-10%	-8%	-16%	-3%	0%	-22%	1%
Cc1nc(-c2cccc(S(=O)(=O)N3CCOCC3)c2)cs1	-3%	-9%	?	4.5µM*	-4%	-5%	-7%	5%
Cc1ccccc1CN(c1ccc(C(N)=O)cc1)S(C)(=O)=O	-5%	3%	-2%	6%	-8%	0%	9%	-1%
O=C(CCS(=O)(=O)c1ccc(Cl)cc1)NCCc1c[nH]c2ccccc12	-1%	-14%[46 µM]	-7%	28µM*	9%	-9%	0%	5%
O=C(NNc1cccc(Cl)n1)C(F)(F)F	i	12%[46 µM]	-11%	-12%	-13%	-8%	-18%	0%
Cc1nc2c(C(=O)NCc3ccco3)cnn2c(C)c1Cc1ccc(F)cc1Cl	-16%	23%	-7%	?	-27%	1%	?	1%
Cc1ccc(-c2nnc(-c3cccc(Br)c3)o2)cc1	-2%	6%	?	12%	13µM*	13%[11.4 µM]	?	-3%
COc1ccc(-c2c3c(cc(C)[n+]2[O-])oc2ccc(OC)cc23)cc1	0%	?	-9%	?	-55%[inhibitor]	-2%	?	3%
COC(=O)NCC(c1cccnc1)N1CCN(c2ccccc2OC)CC1 (configuration not stated)	0%	9%	5%	1%	-14%	-3%	4%	-4%
O=C(CSC1=Nc2ccccc2C2=NC(Cc3c[nH]c4ccccc34)C(=O)N12)NC1CCCCC1 (configuration not stated)	2%	-2%	?	-12%	4%	·	-7%	-1%
COc1ccc(Cl)cc1S(=O)(=O)n1nnc2ccccc21	i	14%	2%	4%	·	12%	-2%	·
COCCNC(=O)CCCn1c(=O)c2ccccc2n(CC(=O)NCCC2=CCCCC2)c1=O	4%	-6%	-5%	?	-19%	·	-3%	5%
CN(C)/C(=N\OC(=O)c1ccccc1)c1nonc1N	-2%	-3%	1%	-1%	-7%[1.84 µM]	1%	7%	-1%
O=C(CN1CCN(Cc2ccc(Cl)cc2)C1=O)NCCCN1CCOCC1	-3%	3%	-9%	14%	-12%	·	7%	-4%
CN(C)n1cnc2ccsc2c1=O	i	9%[46 µM]	-1%	0%	-11%	6%	2%	2%
Cc1nc(SCc2ccccc2C)n[nH]1	-4%	-1%	-3%	-5%	?	19%	5%	-3%
COC(=O)C(Cc1ccccc1)NC(=S)NC(=O)c1ccccc1 (configuration not stated)	3%	?	-9%	8.9µM*	0%	-14%	-11%	5%
COc1ccc(-n2ncc3c(N4CCCCC4)ncnc32)cc1	1%	?	?	?	-111%[inhibitor]	38%[activator]	-2%	?
CC(C)C(=O)Nc1nnc(SCC(=O)Nc2ccc3c(c2)OCO3)s1	3%	-2%	10%	2%	4%	-19%	2%	1%
C/C(=N\OC(=O)c1cccc(C)c1)c1sc(-c2ccccc2)nc1C	-7%	2%	?	5%	?	-5%	-1%	-4%
N#CCCN(Cc1ccccc1)C(=O)Nc1ccc(F)cc1	7%	·	-6%	1%	·	-3%	-3%	·
Cc1noc(C)c1C(=O)OCC(=O)NCCC1=CCCCC1	9%	-7%	-4%	-7%	33%	·	2%	-2%
O=c1n(CCCN2CCN(c3cccc(Cl)c3)CC2)nc2ccccn12	-7%	?	-13%&-10%&-3%	-12%	-27%	4%	?	2%
CCCCc1c(C)nc(N)[nH]c1=O	-4%	7%	-13%	7%	16%	0%	8%	-4%

The list is partial, so the mix of outcomes need not match the whole.
